TROY NFkB inh = inhibitors of TROY-driven NF-kB signaling, primary screen, Q293 LMP1-TROYcd cells, NF-kB luciferase, uHTS; AID 1347056, 2019; inhibition, % at 10 µM; Q293 LMP1-TROYcd NF-kB luciferase reporter, 4 h; 0.98% of 360,000 active;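 active means compounds whose plate-normalised and pattern-corrected inhibition of the luciferase reporter signal at the single screening dose is 50% or more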
NOD2 RIPK2 PPI = NOD2-RIPK2 binding disruptors in cells, primary screen, fluorescence, CHO cells, BLA complementation. Receptor-interacting serine/threonine-protein kinase 2 (Homo sapiens), O43353. CCF4 ratio. inhibition, % at 4.98 µM. 0.38% of 360,000 active; in the data active means inhibition above about 21%;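 further: 0% = vehicle only and 100% = reference blocker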
EBV LMP1 NFkB = EBV LMP1-driven NF-kappaB luciferase reporter inhibitors, primary screen, cell-based, luminescence, single point; 0.69% of 350,000 active; AID 504558, 2011; inhibition, % at 12.5 µM; LMP1-induced NF-kappaB luciferase reporter cells; in the data active means inhibition above about 41%;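 further: 0% = neutral control wells and 100% = reference inhibitor control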
Vif inh = HIV Vif self-association inhibitors, primary screen, imaging, HEK293T, single point. 0.35% of 340,000 active. AID 602346, 2012. inhibition, % at 7.49 µM. HEK293T cells, Vif self-association by quenched fluorescence, 24 h; in the data active means inhibition above about 50%, passing the limit was not always enough; further: some results filed as inactive read as strong as hits
TRAIL sens C8 = viability loss with TRAIL in NB7+C8 cells, primary screen, TRAIL sensitizer project, cell-based, ATPlite luminescence | inhibition (viability loss, TRAIL sensitization), % at 10 µM | 1% of 360,000 active;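 active means compounds causing at least 50% loss of cell viability in the single-dose screen, relative to plate controls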
SRC1 inh = SRC1 coactivator transcriptional activity inhibitors, primary screen, cell-based, luminescence | HEK293 GAL4-SRC1 luciferase reporter | Nuclear receptor coactivator 1 (Homo sapiens), Q15788 | 0.12% of 360,000 active | inhibition, % at 3.6 µM;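 active means inhibition above the campaign mean plus 3 SD, with each screening campaign given its own cutoff, cut at about 60% in these data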;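 further: 0% = DMSO treated cells and 100% = gossypol at 36 µM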
NR2F2 inh = NR2F2 transcriptional activity inhibitors, primary screen, cell-based, luciferase reporter, HEK293T, luminescence; COUP transcription factor 2 (Homo sapiens), P24468; HEK293T NGFI-A luciferase reporter; inhibition, % at 8.6 µM; 0.7% of 370,000 active; AID 686940, 2013;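 active means inhibition above a per-plate cutoff, mean inhibition of test wells between control levels plus 3 SD, cut at about 38% in these data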;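 further: cells cotransfected with COUP-TFII expression vector driving the NGFI-A reporter; 0% = median of COUP-TF2 test wells and 100% = reporter-only cells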
LRH-1 inv ag = LRH-1 (NR5A2) inverse agonists, primary screen, cell-based, luminescence, HEK293T, StAR-luciferase reporter; 0.13% of 360,000 active; inhibition, % at 3.6 µM; AID 602396, 2012; LRH-1 transfected, 24 h;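 active means inhibition above the mean inhibition of all tested compounds plus 3 SD, cut at about 73% in these data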;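 further: 0% = DMSO wells and 100% = reporter-only cells lacking LRH-1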
TLR9-MyD88 block = inhibitors of TLR9-MyD88 association in cells, primary screen, cell-based, CHO, BLA complementation, fluorescence | Toll-like receptor 9 (Homo sapiens) + Myeloid differentiation primary response protein … | CCF4 FRET ratio | inhibition, % at 4.98 µM | 0.21% of 340,000 active;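 active means inhibition above the mean over all tested compounds plus 3 SD, cut at about 21% in these data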;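 further: 0% = DMSO only wells and 100% = clavulanate BLA inhibitor control wells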
SRC3 inh = SRC3 coactivator transcriptional activity inhibitors, primary screen, cell-based, luminescence; Nuclear receptor coactivator 3 (Homo sapiens), Q9Y6Q9; HEK293 GAL4-SRC3 luciferase reporter; inhibition, % at 3.6 µM; 0.17% of 360,000 active;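 active means inhibition above a per-campaign cutoff, the mean of all compounds plus 3 SD, cut at about 60% in these data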;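 further: 0% = DMSO-treated cells and 100% = gossypol-treated cells at 36 µM; higher means less SRC3-driven luciferase light from the GAL4 reporter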
Target sequence (Q9Y6Q9 whole entry, looked up, the tested form may be a part): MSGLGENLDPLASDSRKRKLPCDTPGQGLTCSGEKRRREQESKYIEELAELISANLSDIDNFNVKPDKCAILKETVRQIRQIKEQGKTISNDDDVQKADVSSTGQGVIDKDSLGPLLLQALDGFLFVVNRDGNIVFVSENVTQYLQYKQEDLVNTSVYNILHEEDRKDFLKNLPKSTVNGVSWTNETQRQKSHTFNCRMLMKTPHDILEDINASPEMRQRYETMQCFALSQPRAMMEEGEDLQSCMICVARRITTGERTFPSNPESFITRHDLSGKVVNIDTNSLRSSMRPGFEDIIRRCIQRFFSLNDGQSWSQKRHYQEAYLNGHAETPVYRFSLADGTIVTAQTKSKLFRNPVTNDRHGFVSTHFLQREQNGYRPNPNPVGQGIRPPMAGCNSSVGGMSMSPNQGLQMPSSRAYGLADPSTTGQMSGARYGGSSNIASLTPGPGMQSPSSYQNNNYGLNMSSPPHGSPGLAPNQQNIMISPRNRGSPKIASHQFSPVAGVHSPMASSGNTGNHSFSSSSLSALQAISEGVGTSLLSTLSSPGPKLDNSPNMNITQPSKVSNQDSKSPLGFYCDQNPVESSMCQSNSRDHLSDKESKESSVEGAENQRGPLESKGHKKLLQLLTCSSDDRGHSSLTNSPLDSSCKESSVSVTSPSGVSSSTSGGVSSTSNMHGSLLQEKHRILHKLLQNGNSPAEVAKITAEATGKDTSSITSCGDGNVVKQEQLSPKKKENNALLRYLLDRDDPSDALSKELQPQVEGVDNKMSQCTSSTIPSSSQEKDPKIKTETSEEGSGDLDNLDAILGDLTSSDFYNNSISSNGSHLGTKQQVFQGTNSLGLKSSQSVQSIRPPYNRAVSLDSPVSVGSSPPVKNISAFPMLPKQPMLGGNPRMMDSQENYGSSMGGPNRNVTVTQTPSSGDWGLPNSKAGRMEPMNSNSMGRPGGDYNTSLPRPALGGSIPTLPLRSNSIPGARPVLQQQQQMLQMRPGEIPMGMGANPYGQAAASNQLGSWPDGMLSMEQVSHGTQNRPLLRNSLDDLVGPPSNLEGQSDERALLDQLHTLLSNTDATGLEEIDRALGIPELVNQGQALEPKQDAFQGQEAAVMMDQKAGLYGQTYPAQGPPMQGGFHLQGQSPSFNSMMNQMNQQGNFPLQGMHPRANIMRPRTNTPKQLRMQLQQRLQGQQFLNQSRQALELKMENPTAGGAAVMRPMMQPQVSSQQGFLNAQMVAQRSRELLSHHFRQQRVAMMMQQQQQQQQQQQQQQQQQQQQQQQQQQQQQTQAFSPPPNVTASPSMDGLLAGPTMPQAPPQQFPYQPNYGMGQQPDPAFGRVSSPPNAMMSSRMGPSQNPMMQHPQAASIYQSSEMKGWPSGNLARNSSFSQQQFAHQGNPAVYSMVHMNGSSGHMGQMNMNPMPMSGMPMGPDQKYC
NCOA2 inhibitor = inhibition of GAL4-SRC2 driven luciferase reporter, primary screen, SRC2 inhibitor project, cell-based, luminescence. Nuclear receptor coactivator 2 (Homo sapiens), Q15596. HEK293 GAL4-SRC2 luciferase reporter. inhibition, % at 9 µM. 0.17% of 370,000 active. AID 651957, 2012;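 active means inhibition above the mean inhibition of all tested compounds plus 3 SD, set per campaign, cut at about 52% in these data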;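 further: 0% = DMSO treated cells and 100% = cells given Gossypol at 36 µM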
Active calls of the source: *; / = no result given. A portion of the library; rates above refer to the full screens.

SMILES	TROY NFkB inh	NOD2 RIPK2 PPI	EBV LMP1 NFkB	Vif inh	TRAIL sens C8	SRC1 inh	NR2F2 inh	LRH-1 inv ag	TLR9-MyD88 block	SRC3 inh	NCOA2 inhibitor
COc1ccc2nc(NC(=O)CN3C(=O)NC4(CCCC4)C3=O)sc2c1	-26	-7	-7	-13	-1	-5	9	-2	-6	0	-33
COC(CNC(=O)[C@H](CSCc1ccccc1)N1Cc2ccccc2C1=O)OC	-2	-3	3	-7	-6	-9	8	-3	3	5	-27
COc1ccc(S(=O)(=O)N2CCC[C@H]2C(=O)N2CCC[C@H]2C(=O)NCc2ccncc2)cc1C	2	-4	/	/	18	/	-5	-4	/	/	8
CC(C)(C)c1nnc2sc(SCC(=O)N3CCCc4ccccc43)nn2c1=O	-12	1	-4	8	5	-15	17	33	-3	22	-3
COc1ccc(C(C)=O)cc1COC(=O)C1CC(=O)N(Cc2ccccc2)C1 (stereo not drawn)	3	3	-4	0	1	-22	1	-5	6	-9	-13
Cc1c(NC(=O)COc2cccc(Cl)c2Cl)c(=O)n(-c2ccccc2)n1C	4	2	1	1	1	-17	12	-11	4	14	-30
Cc1ccc(C)c(NC(=O)COC(=O)c2ccc3c(c2)OCO3)c1	17	-9	1	/	-4	-4	5	-8	-5	19	-1
CC1(C)CC2CC(C)(CN2C(=O)COC(=O)c2cccnc2Cl)C1 (stereo not drawn)	7	-18	5	13	9	-13	-4	-6	8	20	-4
COn1c(-c2ccccc2)nc2ccc(Cl)cc21	-73	3	-19	-4	0	-25	-51	-1	-2	6	-44
COc1ccc(-c2oc3ccc(N4CCOCC4)cc3c2/C=C/c2ccc(OC)c(OC)c2)cc1	-4	2	-13	8	-5	-18	-9	-14	4	-4	-70
CCN(c1ccccc1)S(=O)(=O)c1ccc(NC(=S)NC(=O)c2cccs2)cc1	8	-10	-2	-8	6	-3	1	-4	9	1	9
Cc1cc(Br)ccc1SCC(=O)Nc1cccnc1	16	2	9	-4	4	-2	12	-17	-2	-10	0
Cc1cc(C)n(-c2nc(NCC(C)O)c3c4c(sc3n2)CCCC4)n1 (stereo not drawn)	17	-7	-8	-6	-3	-36	-19	-6	1	-4	-45
Cc1cc(C)cc(OCC(=O)N/N=C/c2ccccn2)c1	-2	2	0	-7	16	-18	5	-11	-4	11	9
CCCCCCCC[n+]1cccc(C(=O)N(CC)CC)c1	4	-12	-2	13	2	1	8	-8	4	15	3
c1ccc(-c2cc3c(N4CCCCC4)ncnc3s2)cc1	21	-12	-4	-3	1	-14	2	19	7	5	-23
Cc1ccc(COC(=O)CCc2nc3ccccc3c(=O)[nH]2)cc1	-9	-9	-2	-9	-7	-8	-7	-4	-1	-6	-5
C[C@H](NC(=O)c1nc[nH]c1C(=O)NCCCCCN)C(=O)OCc1ccccc1	-9	-1	-2	35	-19	-5	11	3	14	10	3
CCOc1cc(S(=O)(=O)NC2CC(C)(C)NC(C)(C)C2)ccc1Cl	20	-4	11	-3	-5	13	-4	10	1	-13	-16
COCCN(CCOC)Cc1c(C)[nH]c2ccccc2c1=O	11	-9	2	-1	0	-3	-6	14	4	-6	-1
O=C(N/N=C/c1cc([N+](=O)[O-])ccc1O)c1cccc(NC(=O)c2cccc(Cl)c2)c1	-15	6	15	-1	13	5	2	4	-2	12	-10
COc1ccc(CCNC(=O)C2CCN(S(=O)(=O)c3cnc[nH]3)CC2)cc1OC	7	0	1	5	2	11	16	-10	2	8	-10
COc1ccc(NC(=O)Nc2ccc(Br)cn2)cc1	-39	0	-20	3	2	-98	-25	-22	-6	-76	-34
O=C1c2ccccc2C(Nc2ccc(S(=O)(=O)N3CCOCC3)cc2)N1c1ccccn1 (stereo not drawn)	-10	-14	-3	52*	-25	-8	9	9	-12	-20	-2
Cc1ccc(-c2cc(C(=O)Nc3c(C)n(C)n(-c4ccccc4)c3=O)[nH]n2)c(O)c1C	-13	2	3	0	1	-10	21	-6	4	6	-17
SMILES	TROY NFkB inh	NOD2 RIPK2 PPI	EBV LMP1 NFkB	Vif inh	TRAIL sens C8	SRC1 inh	NR2F2 inh	LRH-1 inv ag	TLR9-MyD88 block	SRC3 inh	NCOA2 inhibitor
Cc1ccc(NS(=O)(=O)c2ccc(NC(=O)C(C)Sc3ccc(Cl)cc3)cc2)c(C)c1 (stereo not drawn)	50	-1	60*	-12	1	12	10	1	-4	7	25
CCCNC(=S)NC1CCCC1	-1	-9	2	15	-1	-18	11	15	4	6	13
COc1ccccc1CNC(=O)CC(C)c1ccccc1 (stereo not drawn)	12	-4	8	-4	-3	5	-9	-2	-10	-1	0
COc1ccc(-c2nnc(SCC(=O)NCC3CCCO3)o2)cc1 (stereo not drawn)	44	-14	4	7	-25	-4	-22	-14	2	-5	14
O=C(Nc1ncccc1O)c1ccc(OCC2CCCO2)cc1 (stereo not drawn)	0	-3	76*	-6	18	-108	-1	-84	-14	-87	-58
CC1CCCC(n2c(=S)[nH]c3ccccc3c2=O)C1C (stereo not drawn)	4	-5	7	-5	-3	3	10	25	-4	-9	-9
CN(Cc1ccccc1)C(=O)[C@@H]1CCCN1S(=O)(=O)c1ccc(Cl)cc1	-9	-5	0	5	-7	7	5	-4	-6	-6	3
O=C(c1ccc(S(=O)(=O)N2CCOCC2)cc1)N1CCN(c2ccccc2F)CC1	4	-2	1	15	-4	-2	-4	-19	2	6	-7
NC(=O)c1ccccc1NC(=S)NC(=O)c1ccc(Br)o1	-37	1	1	-11	-5	-41	-11	-38	-9	-39	-51
Nc1nc2ccccc2[nH]1	-1	-8	/	-4	-2	7	-5	23	-6	1	-23
COc1ccc(OC)c(C(=O)N2CCC(CCC(=O)NC3CC3)CC2)c1	-1	-55	-1	1	3	-20	-18	7	-6	21	2
CC1=CC(=O)C=CC1(C)C(Cl)Cl (stereo not drawn)	8	-3	0	25	-7	-5	-9	8	-2	23	-1
Cc1ccc(C(C)C)cc1NC(=O)Nc1ccc([N+](=O)[O-])cc1	59*	-8	10	0	8	4	23	-3	-8	0	-18
Cc1cc(C)cc(OCC(=O)N/N=C/c2ccc([N+](=O)[O-])o2)c1	-3	-8	-18	/	23	3	-5	2	-4	17	-10
Cc1ccc(C(c2nnnn2C2CCCCC2)N2CCc3ccccc32)cc1 (stereo not drawn)	-21	-8	0	-5	-2	3	-12	8	10	17	11
O=C(COC(=O)CCC1CCCC1)Nc1ccccc1Br	-3	-3	-6	40	-4	-24	8	-37	-16	-8	-4
CCc1nn(CCCC(=O)NCc2ccc(OC(C)C)cc2)c(=O)c2cc3occc3n12	-10	-5	4	-4	36	-10	15	-21	-1	-1	-13
NC(N)=NCC(O)CN(c1ccccc1)c1ccccc1 (stereo not drawn)	19	-5	/	7	-5	-3	18	-17	/	4	3
OC(CNCc1ccccn1)c1ccccc1 (stereo not drawn)	-2	-4	0	1	-12	7	-4	-5	-2	18	-1
CC(C)=Cc1c(O)nc2ccccn2c1=O	10	-6	9	-4	-5	-4	12	-5	3	-12	9
CCc1nnc(NCn2nc(C)cc2C)s1	0	3	2	/	-3	-4	2	3	-7	2	-27
NC(=O)CNC(=O)[C@@H]1CC2(CC(c3ccccc3)=NO2)CN1C(=O)c1ccc(Br)cc1 (stereo partly drawn)	-12	2	3	22	7	-8	-1	8	8	-7	-26
CCC(C)NC(=O)c1ccccc1NC(=O)CN(c1cc(C)ccc1OC)S(C)(=O)=O (stereo not drawn)	3	2	-2	-14	-10	-8	-3	7	2	-3	15
CC(C)CN(C(=O)c1ccc2c(c1)OCO2)C1CCS(=O)(=O)C1 (stereo not drawn)	-7	-2	-9	/	-9	-13	-2	-23	-10	6	3
OC(CNCC1COc2ccccc2O1)COc1ccccc1F (stereo not drawn)	-7	4	3	13	-7	-21	0	15	-12	4	2
SMILES	TROY NFkB inh	NOD2 RIPK2 PPI	EBV LMP1 NFkB	Vif inh	TRAIL sens C8	SRC1 inh	NR2F2 inh	LRH-1 inv ag	TLR9-MyD88 block	SRC3 inh	NCOA2 inhibitor
C[C@H](O)[C@@H]1C(=O)N2CCc3c([nH]c4ccccc34)[C@@H]2C[C@@H]1N(C)C(=O)Nc1ccc(F)cc1	3	3	4	-3	-15	-11	8	-10	0	-8	-7
O=C(NCc1ccccn1)C1COc2ccccc2O1 (stereo not drawn)	-11	-3	3	0	2	-8	8	-10	0	-10	24
COc1cccc(CN(C)CC(=O)NCc2ccccc2Cl)c1OC	-10	-5	0	-1	-18	13	5	3	-1	7	-9
Cc1ccc(N(C(=O)c2ccccn2)C2(C(=O)NC3CCCC3)CCCCC2)cc1	13	-4	11	/	-4	-14	2	23	0	-1	21
NC(Cc1ccc(F)cc1)c1csc(Nc2cc(Oc3ccccc3)ncn2)n1 (stereo not drawn)	17	4	/	6	31	-10	-10	8	/	-1	-7
NC(=O)/C(=C/c1ccco1)NC(=O)c1ccc(Br)o1	-24	-8	-1	25	-4	-3	-13	4	-4	-53	-1
Cc1ccc(C2=Nc3ccccc3N=C(C(Cl)Cl)C2)cc1	-57	0	1	-7	54*	-38	-35	-114	-9	-25	-38
CCCOc1cccc(C(=O)NC(=S)Nc2cccc(NC(=O)c3ccccc3Cl)c2)c1	-10	3	-10	-5	7	8	-15	12	-7	1	17
N#Cc1c(N2CCCCC2)nc(N)c2c(N)nc3c(c12)CC(CCl)O3 (stereo not drawn)	5	-1	10	-4	-8	0	-2	-3	-1	5	13
O=C(COC(=O)COc1ccccc1)Nc1ccc(Br)cc1Br	-14	2	-3	9	-16	-16	-2	12	-12	-11	-30
OC(COCc1cccs1)CN1CCN(c2ccccn2)CC1 (stereo not drawn)	2	-10	4	13	1	2	10	0	11	-13	9
O=C(NCc1ccc2c(c1)OCO2)C1CC(=O)N(C2CCCC2)C1 (stereo not drawn)	-1	-1	2	-13	-10	-12	3	-1	-4	9	-58
CSc1ccccc1NC(=O)CN(C)S(=O)(=O)c1ccc(F)cc1	-30	-1	7	-15	-9	3	4	4	-15	-14	-2
NS(=O)(=O)c1ccc(S(=O)(=O)N2CCN(C3CCCC3)CC2)cc1	-20	9	-9	6	-6	-5	11	4	-3	9	13
COc1ccc(Sc2cnn(-c3ccccc3)c(=O)c2Cl)cc1	10	-5	2	51*	18	-19	4	11	-11	1	6

Screens from PubChem BioAssay.
